# Lamin A splicing: LMNA splicing modulation. HeLa LMNA splicing GFP/RFP minigene ratio, 48 h. Potency, µM (series often up to 46.1 µM), for the others: at the highest dose ratio change, negative = inhibition, usual class: inhibitors. 200,000 compounds, 0.01% hits. AID 1487; active means well fitted inhibition curve with a large enough effect in the signal ratio, with a control signal flat, not every such curve was filed as active; inconclusive means small, poorly fitted or top-dose-only effect, or effect the other way, or a change in a side signal; the % refers to the signal ratio; further: potency means the concentration at half of the fitted maximal effect; on the % scale 0 is the no-effect control and ±100 the full control effect
#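 Read-out is the ratio of GFP to DsRed2 object intensity, acquired by 488 nm laser-scanning cytometry on HeLa lamin A-EGFP minigene reporter cells. Compound incubation 48 hrs at 37 °C in Opti-MEM with 2% FBS; DMSO 0.5% final.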
# HttQ103 aggreg: mutant huntingtin aggregation inhibition. AID 1688. Potency, µM (top dose mostly 46.1 µM), inactives show at the highest dose activity change, negative = inhibition, actives largely listed as inhibitors. 220,000 compounds, 1.1% hits. PC12 HttQ103-GFP aggregates, Acumen cytometry, 40 h; further: potency means the concentration at half of the fitted maximal effect; on the % scale 0 is the no-effect control and ±100 the full control effect; nearly all actives have a fitted effect of over 60% in size
#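 Using laser scanning cytometry, GFP-positive aggregates were counted after lysis of PC12 cells induced with 100 nM tebufenozide to express HTT exon 1 Q103–GFP. Compounds were tested in titration.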
# IMPase Li inh: IMPase inhibition in cells with lithium potentiation. CHO-M1 cells, IP1 TR-FRET (IP-One), carbachol + lithium. Potency, µM (titrated, usually from 59.4 µM), without a hit: at the highest dose activity, negative = IMPase inhibition, usual class: inhibitors. 210,000 compounds, 0.35% hits. AID 1457;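 further: IP1 builds up when IMPase is blocked and the TR-FRET signal falls; potency means the concentration at half of the fitted maximal effect; plate controls were basal vehicle for no effect and high inhibitor control for full effect; nearly all actives have a fitted effect of over 50% in size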
#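 IP1 accumulation measured by competitive TR-FRET in lysed CHO-M1 cells after 30 min compound exposure at 37C, with a small lithium addition to potentiate weak responses. Hill-equation AC50 from ratio and donor-channel data.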
# NPSR antag: antagonists of human neuropeptide S receptor cAMP signaling. Potency, µM (titrated, usually from 38.3 µM), inactives show at the highest dose activity change, negative = inhibition, actives largely listed as inhibitors. CHO-NPSR cells, cAMP TR-FRET, antagonist mode. 220,000 compounds, 1% hits. Q6W5P4; further: potency means the concentration at half of the fitted maximal effect; on the % scale 0 is the no-effect control and ±100 the full control effect; nearly all actives have a fitted effect of over 50% in size; many of its hits are not listed in these tables
# Target sequence (Q6W5P4 whole entry, looked up): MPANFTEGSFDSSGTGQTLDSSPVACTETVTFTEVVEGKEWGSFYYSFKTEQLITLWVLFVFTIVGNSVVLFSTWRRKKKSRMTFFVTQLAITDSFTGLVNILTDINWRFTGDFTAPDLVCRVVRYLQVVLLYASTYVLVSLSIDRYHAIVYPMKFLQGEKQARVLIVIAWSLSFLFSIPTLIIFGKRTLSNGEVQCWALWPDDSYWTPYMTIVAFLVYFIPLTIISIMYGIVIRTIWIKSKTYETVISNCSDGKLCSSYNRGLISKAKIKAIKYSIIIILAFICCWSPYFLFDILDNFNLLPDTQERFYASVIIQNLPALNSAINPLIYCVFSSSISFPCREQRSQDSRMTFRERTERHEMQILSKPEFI
# Epigenetic derep: epigenetic control regulation, reporter derepression. murine LDR cells, GFP reporter derepression, 30 h. Potency, µM (titrated, usually from 53.9 µM), without a hit: top-dose GFP activation, usual class: activators. 280,000 compounds, 0.2% hits. AID 1865; further: potency means the concentration at half of the fitted maximal effect; % of control where 0% means no effect; nearly all actives have a fitted effect of over 60% in size
#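 GFP-positive cell count by laser-scanning cytometry (objects 20–120 um) after 30 h, 37 C compound exposure of murine LDR cells; reporter is CMV-GFP integrated at a silenced locus, inducible by HDAC or DNMT inhibitors.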
# KinaseGlo FLuc: counter-screen: inhibitors of Kinase-Glo firefly luciferase; 200,000 compounds, 0.28% hits; AID 1379; Q27757; Kinase-Glo luciferase, ATP luminescence, 8 min; Potency, µM (series often up to 38.3 µM), without a hit: at the highest dose activity change, negative = inhibition, usual class: inhibitors; further: potency means the concentration at half of the fitted maximal effect; on the % scale 0 is the no-effect control and ±100 the full control effect; nearly all actives have a fitted effect of over 60% in size
#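 Compounds were added to a substrate mix at pH 7.2 (50 mM imidazole, 10 uM ATP, within the enzyme's linear range), followed by Kinase-Glo detection reagent; luminescence was measured after 8 minutes at ambient temperature.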
# CBFb-RUNX1 inh: inhibitors of human CBF-beta and RUNX1 interaction; Q01196+Q13951; 230,000 tested, under 10 active; AlphaScreen CBFb-His/RUNX1-biotin binding, biochemical; AID 1477; Potency, µM (series often up to 59.8 µM), for inactives: at the top dose activity, negative = inhibition, most hits filed as inhibitors; further: % of control where 0% means no effect
# Target sequence (Q01196 whole entry, looked up): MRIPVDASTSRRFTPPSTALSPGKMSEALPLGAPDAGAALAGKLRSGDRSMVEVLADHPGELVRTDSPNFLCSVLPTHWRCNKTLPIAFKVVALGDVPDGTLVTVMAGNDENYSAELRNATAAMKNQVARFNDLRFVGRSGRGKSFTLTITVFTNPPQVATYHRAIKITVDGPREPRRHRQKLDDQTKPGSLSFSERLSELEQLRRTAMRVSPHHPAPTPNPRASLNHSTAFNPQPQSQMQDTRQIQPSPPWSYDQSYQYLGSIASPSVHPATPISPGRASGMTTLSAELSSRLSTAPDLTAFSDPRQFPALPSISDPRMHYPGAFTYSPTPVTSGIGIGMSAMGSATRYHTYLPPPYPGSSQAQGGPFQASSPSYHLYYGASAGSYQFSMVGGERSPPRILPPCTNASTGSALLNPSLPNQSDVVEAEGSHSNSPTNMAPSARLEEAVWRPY
# Target sequence (Q13951 whole entry, looked up): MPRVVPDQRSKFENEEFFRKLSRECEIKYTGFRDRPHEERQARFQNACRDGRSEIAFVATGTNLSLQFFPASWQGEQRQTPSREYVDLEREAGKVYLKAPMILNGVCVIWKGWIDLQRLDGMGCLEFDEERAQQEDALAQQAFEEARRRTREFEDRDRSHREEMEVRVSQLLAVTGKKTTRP
#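 AlphaScreen binding: CBFb-His and RUNX1-biotin (30 nM each) preincubated 20 min, compound added for 15 min, then nickel and streptavidin beads for 90 min, all at room temperature. Disruption of the interaction by any mechanism counts as activity.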
# * = called active by the depositor; ? = inconclusive; . = no result given; & = joins results of further samples; [ ] = another dose, or the depositor's remark. Unless noted, the call rests on the fitted dose curve; in most records, active means well fitted curve in the direction sought with a large enough effect; inconclusive means small, poorly fitted or top-dose-only effect, or another doubt; inactive means no such curve, though single readings can be large; an effect the other way counts as inactive or inconclusive.
SMILES,Lamin A splicing,HttQ103 aggreg,IMPase Li inh,NPSR antag,Epigenetic derep,KinaseGlo FLuc,CBFb-RUNX1 inh
CN(C)C(=O)N1CCCC(C(=O)NCc2ccc(F)cc2Cl)C1 (stereo not drawn),4%,1%,17%[38.3 µM],-14%[46.1 µM],0.8%,3%,3%
O=C(/C=C/c1cccs1)Nc1cccc(NC(=O)/C=C/c2cccs2)n1,?,?,0%,-22%[46.1 µM],0.0%,-2%,-8%
O=C(OCC(=O)N1CCN(C(=O)c2ccco2)CC1)c1cc(=O)c2ccccc2o1,-7%,9%,3%[38.3 µM],3%[46.1 µM],-1.0%,0%,1%
COc1ccc(CC(=O)N2CCCC(C)C2)cc1 (stereo not drawn),10%,8%,3%[38.3 µM],-14%[46.1 µM],-1.1%,-3%,3%
CCOC(=O)Cn1c(=O)c2c(nc(Br)n2Cc2ccccc2Cl)n(C)c1=O,?,-4%,8%,-7%[46.1 µM],-0.3%,0%,10%
CC(Oc1ccc(Cl)cc1Cl)c1ccnc(N)n1 (stereo not drawn),-2%[46 µM],-12%[9.22 µM],2%,-5%,1.1%,0%,0%
CCC(C)(C)NC(=O)CCCSc1nc2ccccc2[nH]1,.,-21%[9.22 µM],.,7%,-0.1%,.,13%
CS(=O)(=O)N1CCC(C(=O)Nc2ccccc2Sc2ccccc2)CC1,1%,-2%,3%,-24%[46.1 µM],1.8%,0%,0%
O=C(Nc1ccccc1F)c1cc2c(s1)-c1ccccc1S(=O)(=O)C2,.,-18%[9.22 µM],.,8%,6.1%,.,6%
COc1cc(C=O)ccc1OCc1ccccc1Br,1%,?,-6%,-2%,0.0%,-13%,?
COc1ccc2cc(C3CC(c4ccco4)=NN3S(=O)(=O)c3ccccc3)c(Cl)nc2c1 (stereo not drawn),1%,-2%,12%,-9%,2.3%,1%,-15%
O=C(NNc1ncccc1-n1cccc1)c1ccc(Cl)cc1,.,-7%[9.22 µM],.,-16%,2.0%,.,1%
Cc1ccc(C)c(NC(=O)Cn2nnc(C(=O)Nc3c(C)cccc3C)c2N)c1,-1%,-9%,-2%[38.3 µM],-18%[46.1 µM],5.1%,0%,0%
O/N=C/c1ccc(-c2cc(Cl)ccc2Cl)o1,12%,?,-9%,12%,-1.3%,-2%,1%
CCc1nc(SCc2ccc(C(=O)OC)o2)n[nH]1,.,9%[9.22 µM],-3%,-3%,-0.2%,.,?
Cc1cccnc1NCc1ccc(O)c2ncccc12,?,-32%,-5%[38.3 µM],-4%[7.67 µM],6.3µM*,13%,-17%
C=CCNC(=S)Nc1cccc(NC(=S)NCC=C)c1,-6%,0%,-7%,9%,-0.1%,3%,-6%
Cc1cc(C)nc(-n2nc(C)c3c(C(=O)O)cc(-c4cccc(Br)c4)nc32)n1,.,21%[9.22 µM],.,13%,-3.1%,.,17%
C=CCSc1nnc(NC(=O)Cc2ccc(OC)c(OC)c2)s1,4%[46 µM],15%,5%,-8%,1.4%,1%,6%
O=C(CCSc1ccccn1)Nc1ccc(Br)cc1,0%,0%,-5%,4%,-1.9%,0%,7%
Cc1c(C)n(C(=O)CSc2nc3ccccc3[nH]2)c2ccccc12,-3%,18%,8%[38.3 µM],-4%[46.1 µM],-0.2%,-3%,-11%
COc1ccc(NC(=S)Nc2cccc(C)n2)cc1,.,5%[9.22 µM],.,?,13%,.,-3%
Cn1nnc(NC(=O)c2ccco2)n1,7%,16%,6%[38.3 µM],-2%[46.1 µM],-0.4%,-2%,4%
COc1cc(S(=O)(=O)N2CCOCC2)ccc1NC(=O)c1cc2c(s1)CCC2,5%,-5%,3%[38.3 µM],-27%[46.1 µM],-0.8%,9%,7%
NS(=O)(=O)c1ccc(NC(=S)Nc2ccc(Br)c(Cl)c2)cc1,.,-11%,-5%,-1%,3.0%,-4%,4%
CCOC(=O)c1ccc(N2N=C(C)/C(=C/C=C/c3ccco3)C2=O)cc1,0%,?,14%,-4%,1.0%,-11%,?
CS(=O)(=O)N1CCN(c2ccc(NC(=O)c3ccccc3)cc2)CC1,8%[46 µM],9%,10%,6%,1.1%,-1%,10%
CC(C)CNC(=O)C(=O)NCc1ccccc1,.,23%[9.22 µM],1%,-2%,-1.1%,-1%,0%
C=CCn1c(CCCNC(=O)C(C)(C)C)nc2ccccc21,-7%,-16%,29%[38.3 µM],-1%[46.1 µM],0.0%,0%,8%
Cc1ccc(N2CCN(C(=O)N3CCCC3)CC2)cc1C,0%,5%,13%[38.3 µM],-8%[46.1 µM],0.7%,-4%,-7%
COc1ccc(CCNC(=O)Cn2cnc3c(cnn3C(C)(C)C)c2=O)cc1OC,-6%,-10%,-2%,-5%[46.1 µM],0.0%,-1%,14%
Cc1cccc(OCCn2c(=S)[nH]c3ccccc32)c1,-8%,-19%,16%,-9%[46.1 µM],0.0%,2%,-3%
Cc1ccc(-c2nn(-c3ccccc3)cc2/C=C/C(=O)Nc2cccc(S(N)(=O)=O)c2)cc1,.,?,23%,?,1.4%,1%,2%
Cc1ccc(C2(c3noc(CN4CCC(c5ccncc5)CC4)n3)CCCC2)cc1,.,-8%[9.22 µM],24%,50%,4.3%,0%,-1%
COc1cc2nc(NCCCN3CCN(C)CC3)n3nc(-c4ccccc4)nc3c2cc1OC,-16%,2%,37%[activator][38.3 µM],-23%[46.1 µM],1.3%,-3%,-5%
CC(C)=CC(=O)OCc1cc([N+](=O)[O-])cc2c1OCOC2,.,-5%,9%,-9%,-1.4%,-2%,8%
COc1ccc(C(=O)Nc2cccc(C(=O)NCc3ccccc3)c2)cc1,?,5%,13%,-4%,1.1%,-3%,0%
CCOC(=O)CC1C(=O)NCCN1c1nc2ccc(C)cn2c(=O)c1/C=C1\SC(=S)N(CC(C)C)C1=O (stereo not drawn),.,-7%[9.22 µM],.,-56%,3.5µM*,.,4%
OC1(c2ccc(Cl)cc2)CN(c2ccccc2)C2=[N+]1CCS2 (stereo not drawn),.,-9%,13%,10µM*,-1.3%,0%,-16%
c1ccc2nc(-c3nccs3)ccc2c1,9%[46 µM],-1%,6%,3%,2.3%,-3%,7%

# Part of the list above in order of molar mass, largest number first:
SMILES,Lamin A splicing,HttQ103 aggreg,IMPase Li inh,NPSR antag,Epigenetic derep,KinaseGlo FLuc,CBFb-RUNX1 inh
COc1cc2nc(NCCCN3CCN(C)CC3)n3nc(-c4ccccc4)nc3c2cc1OC,-16%,2%,37%[activator][38.3 µM],-23%[46.1 µM],1.3%,-3%,-5%
COc1ccc(C(=O)Nc2cccc(C(=O)NCc3ccccc3)c2)cc1,?,5%,13%,-4%,1.1%,-3%,0%
OC1(c2ccc(Cl)cc2)CN(c2ccccc2)C2=[N+]1CCS2 (stereo not drawn),.,-9%,13%,10µM*,-1.3%,0%,-16%
CC(C)=CC(=O)OCc1cc([N+](=O)[O-])cc2c1OCOC2,.,-5%,9%,-9%,-1.4%,-2%,8%

# Remaining list, next part.
SMILES,Lamin A splicing,HttQ103 aggreg,IMPase Li inh,NPSR antag,Epigenetic derep,KinaseGlo FLuc,CBFb-RUNX1 inh
CN(CC(O)COc1ccc(OCC(O)CN(C)C2CCCCC2)cc1)C1CCCCC1 (stereo not drawn),12%,2%,6%[38.3 µM],1%[46.1 µM],-0.7%,0%,-1%
CCN(CC)c1ccc2cc(/C(N)=N/NC(=O)c3cccs3)c(=O)oc2c1,.,16%[9.22 µM],.,3%,6.3µM*,.,17%
Cc1cc(C)nc(SCC(=O)Nc2ccc(S(=O)(=O)Nc3onc(C)c3C)cc2)n1,13%,21%,1%[38.3 µM],18%[46.1 µM],1.7%,-5%,2%
O=C(Nc1ccc(N2CCOCC2)cc1)c1cnsn1,-1%,27%,-10%[38.3 µM],-10%[46.1 µM],-2.1%,-21%,1%
Cc1ccc(S(=O)(=O)N2CCC(=O)N(CCOCc3cccc(C(F)(F)F)c3)CC2)cc1,?,-8%,2%,-26%,4.7%,0%,-1%[2.36 µM]
COc1ccc(S(=O)(=O)NCCSCc2ccco2)cc1Cl,-12%,-1%,8%[38.3 µM],-20%[46.1 µM],0.0%,1%,-2%
CCOc1ccc2nc(SCC(=O)Nc3ccc4c(c3)OCCO4)[nH]c2c1,?,1%,36%[activator][38.3 µM],-2%[46.1 µM],-0.7%,21%,-5%
CCN(CC)C(=O)C1=C(C)Nc2nc3ccccc3n2C1c1cccc(OC)c1 (stereo not drawn),-7%,-12%,38%[activator][38.3 µM],-2%[46.1 µM],-1.8%&1.6%,2%,0%
Cc1ccc(C)c(Cn2c(=O)n(CCCC(=O)NCc3ccco3)c(=O)c3sccc32)c1,-3%,5%[9.22 µM],40%[activator][38.3 µM],-17%[46.1 µM],5.2%,0%,-1%
Cc1ccc2c(c1)c1ccc3c(c1n2C)C(=O)C=CC3=O,.,?,.,7.9µM*,1.1%,.,-29%
Cc1cc(Cl)ccc1Oc1ncnc2onc(C)c12,-29%[46 µM],-4%,-1%,-4%,0.0%,6%,10%
O=C1CCCC2=C1C(c1ccc(Cl)cc1)N1C(=O)CCSC1=N2 (stereo not drawn),-14%,-16%,-5%,-18%[46.1 µM],-0.8%,3%,-9%
COc1ccc(-c2nnc(-c3cc(OC)c(OC)c(OC)c3)o2)cc1OC,?,4%,4%,-15%[46.1 µM],0.0%,6%,-11%
CCOC(=O)N1CCN(C(=O)COC(=O)c2cc(Cl)c(O)c(Cl)c2)CC1,.,18%,-3%,4%,-1.1%,-5%,9%
O=C(CN(c1ccc(F)cc1)S(=O)(=O)c1ccccc1)NCc1ccco1,24%,?,-5%[38.3 µM],-6%[46.1 µM],7.2%,-3%,3%
C/C(CC(=O)Nc1ccc(C)c(Cl)c1)=N\NC(=O)Cc1ccccc1,-8%,30%,-7%,19%,0.0%,0%,6%
COC(=O)C1CSC(C(=O)OC)N1C(=O)CN1CCN(c2ccc(OC)cc2)CC1 (stereo not drawn),?,12%,4%,12%,-2.4%,0%,-13%
O=C(CC1SC(=O)N(c2ccccc2)C1=O)Nc1cccc2ccccc12 (stereo not drawn),.,-27%[9.22 µM],.,-4%,3.2%,.,?
CCCn1c(=O)c2ccccc2n2c(SCCOc3ccc(Cl)cc3)nnc12,3%,6%,3%[38.3 µM],-4%[46.1 µM],-0.1%,-2%,1%
Cc1ccc2[nH]cc(CCNC(=O)c3ccc([N+](=O)[O-])cc3)c2c1,-21%,-3%,0%,-20%,0.0%,6%,-27%
Cc1ccc(N2C(=O)c3ccccc3C2=O)cc1Cl,5%,-7%[9.22 µM],10%[38.3 µM],11%[46.1 µM],-1.2%,-5%,-1%

# An excerpt; the hit share may differ from the screen's.
